PglD DTNB = inhibitors of Campylobacter jejuni PglD acetyltransferase. purified PglD enzyme, DTNB colorimetric CoA detection. inhibition, % at 12.5 µM. 0.098% of 360,000 active. AID 602405; in the data active means inhibition above about 16%, passing the limit was not always enough; inconclusive means no clear call, values can overlap the other calls; further: strong numbers were not always called active
Cneo AK release = causes C. neoformans cell lysis | adenylate kinase release luminescence, 4 h; normalised: neutral wells 0, clomiphene wells 100 | lysis activity, % at 15 µM | 0.2% of 360,000 active;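 active means mean lysis activity across replicates of at least 80%, whatever share of replicates individually reach that level; inactive means mean lysis activity below 80%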
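Assay system: C. neoformans cells. Amount: yeast cell density of 5 × 10^6 cells/mL. Technique: AK luminescence. Buffer or medium: YPD. Times: static 4 h at 37 °C with compound, 1 h detection. Dosing: single-point compound dose. Read-out: lysis from increased AK signal.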
FN deposition inh = fibronectin deposition inhibition; AH1F fibroblasts, Alexa488-fibronectin deposition fluorescence, overnight; inhibition, % at 12.6 µM; 0.086% of 350,000 active;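 active means mean inhibition across replicates of 30% or more, regardless of how many single replicates reach that level; inconclusive means mean under 30% yet at least half of replicates reach 30%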;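 further: positive control wells lacked labelled fibronectin entirely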
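test system = AH1F fibroblasts assembling fluorescent fibronectin matrix | quantity = 10000 AH1F cells per well | buffer or medium = DMEM plus 2% serum, read in PBS | doses = single dose, pinned | incubation = 1 h cell attachment, overnight exposure to compound and label | detection = fluorescence at 485 nm excitation, 525 nm emission | read-out basis = inhibition from reduced deposited-fibronectin fluorescence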
miR122 inh = blocks miR-122 activity in Huh7 sensor cells; Huh7 miR-122 Renilla luciferase sensor, 48 h; neutral wells = 0, positive control = 100; activation (reporter increase), % at 12.5 µM; 0.3% of 340,000 active; AID 602342;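 active means mean replicate activation score at least 90 and every replicate individually at or above 90; inconclusive means only one of the two criteria met; inactive means neither criterion met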;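 further: higher luciferase means less miR-122 activity so hits act as miR-122 inhibitors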
PGC1a acetyl inh = PGC1a acetylation modulation, inhibitor mode | U2OS PGC1a acetylation, AlphaScreen anti-acetyl-lysine; with virally co-expressed GCN5 acetyltransferase | inhibition, % at 15.6 µM | 0.17% of 350,000 active;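 active means every replicate shows inhibition of at least 40%; inconclusive means mean inhibition at least 40% but some replicate below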;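 further: 0% = neutral control wells and 100% = positive control wells; some results beyond the cut were filed as inactive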
Statin myotox sup = protects C2C12 myotubes from simvastatin toxicity; rescue of ATP level, % at 7.49 µM; ATP luminescence, 48 h; scaled: DMSO 0, geranylgeraniol control 100; AID 602340; 0.78% of 330,000 active;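 active means mean ATP rescue above about 67%, or every replicate alone reaching that limit, limit read from the data, passing the limit was not always enough; inconclusive means no clear call, values can overlap the other calls; inactive means mean under the limit and some replicate under it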;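 further: myotubes were challenged with 10 µM simvastatin during compound exposure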
GSIS activator = GLuc luminescence reporter in INS-1E cells, primary screen for activators of glucose-dependent secretion of insulin | INS-1E GLuc reporter insulin secretion, 2-3 h | activation, % at 16.6 µM | 0.61% of 370,000 active;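 active means lowest replicate activation of at least 40%, so every replicate reaches that level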;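 further: 0% = median of neutral control wells and 100% = median of IBMX positive control wells; some compounds called inactive have numbers as strong as hits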
CFTR F508del cor = CFTR F508del correction in bronchial cells. CFBE cells, YFP halide quenching; stimulated with forskolin plus potentiator P3; % fluorescence drop versus neutral controls. activity (quench increase), % at 7.58 µM. 0.36% of 350,000 active. AID 720511;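 active means mean added fluorescence quench of at least 8% versus neutral control, with both replicates also reaching 8%; inconclusive means only one of the mean or replicate conditions met; inactive means mean below 8% and not both replicates reaching 8%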;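 further: cells transiently co-express mutant CFTR-F508del with the halide-sensitive YFP; corrector assay measuring rescue of mutant channel to the surface after 24 h compound exposure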
Starred values were filed as active, the others as inactive; ? = inconclusive; . = no result given; [ ] = another dose, or the depositor's remark.

1: O=C(N[C@H]1CC[C@H](CC(=O)N2CCOCC2)O[C@H]1CO)c1ccccn1
2: COC(=O)c1c(Cl)c2n3ccccc3c(C)c(-c3ccccc3)c-2c1C(=O)OC
3: C=CCn1c(CSCc2ccc(C)cc2)nnc1SCC(=O)NCc1ccccc1
4: COc1ccc(-c2ccc3c(N)c(C(=O)c4cccc(OC)c4)sc3n2)cc1
5: O=C(C[C@@H]1CC[C@H]2[C@@H](COC[C@@H](O)CN2CC2CCCCC2)O1)NCC1CC1
6: C[C@H](O)C#Cc1cnc2c(c1)C(=O)N([C@@H](C)CO)C[C@H](C)[C@@H](CN(C)C(=O)c1ccncc1)O2

screen / no.	1	2	3	4	5	6
PglD DTNB	-2	7	8	6	-6	18
Cneo AK release	-1	-2	0	0	-6	2
FN deposition inh	.	2	.	.	-7	.
miR122 inh	.	0	-5	1	36[16.7 µM]	-1[16.7 µM]
PGC1a acetyl inh	-1	-9	-5	1	3	1
Statin myotox sup	-3	.	.	-13	16	8
GSIS activator	-6	.	-26	.	7	22
CFTR F508del cor	0.1	3.0	.	.	0.9	-3.0

7: COc1ccc(Cl)cc1NC(=O)CCN1C(=O)C2CC=CCC2C1=O (stereo not drawn)
8: Cc1ccccc1N1CCN(c2ncnc3scc(-c4cccs4)c23)CC1
9: Clc1ccc(SCCn2cncn2)cc1
10: O=C(CSC(=S)N1CCOCC1)Nc1ncc2c(n1)CCCC2=O
11: CC1CCN(c2ccccc2NC(=O)c2ccc(F)cc2)CC1
12: Nn1c(Cc2ccccc2)nc2sc3c(c2c1=O)CCC3

screen / no.	7	8	9	10	11	12
PglD DTNB	-4	5	-2	.	-8	.
Cneo AK release	1	4	1	.	-1	.
FN deposition inh	2	5	15	-6	.	1
miR122 inh	0	-4	-3	.	-9	-11
PGC1a acetyl inh	0	-9	4	3	-7	3
Statin myotox sup	.	0	.	-11	-4	-3
GSIS activator	2	2	.	4	.	7
CFTR F508del cor	-1.7	.	.	0.0	.	0.5

Compounds shown so far containing an aryl thioether with sulfur outside any ring, in the order listed:
3: C=CCn1c(CSCc2ccc(C)cc2)nnc1SCC(=O)NCc1ccccc1
9: Clc1ccc(SCCn2cncn2)cc1

screen / no.	3	9
PglD DTNB	8	-2
Cneo AK release	0	1
FN deposition inh	.	15
miR122 inh	-5	-3
PGC1a acetyl inh	-5	4
Statin myotox sup	.	.
GSIS activator	-26	.
CFTR F508del cor	.	.

New compounds follow:
13: C[C@@H]1CCCCO[C@@H](CN(C)C(=O)CCC(F)(F)F)[C@H](C)CN([C@H](C)CO)C(=O)c2cc(NC(=O)c3ccccc3)ccc2O1
14: COc1ccc(NC(=O)N(C)C[C@H]2Oc3ccc(NC(=O)c4ccncc4)cc3CC(=O)N([C@@H](C)CO)C[C@@H]2C)cc1
15: CC(C)NC(=O)N(C)C[C@H]1Oc2ccc(NS(=O)(=O)c3ccc(Cl)cc3)cc2C(=O)N([C@@H](C)CO)C[C@H]1C
16: CC(N)C12CC3CC(CC(O)(C3)C1)C2 (stereo not drawn)
17: COc1ccc(NC(=O)N(C)C[C@H]2Oc3c(NS(=O)(=O)c4cn(C)cn4)cccc3C(=O)N([C@@H](C)CO)C[C@@H]2C)cc1
18: CC(=O)N1[C@H](CO)[C@@H]2c3ccccc3N(S(=O)(=O)c3cccc(C)c3)C[C@@H]21

screen / no.	13	14	15	16	17	18
PglD DTNB	0	0	8	2	-16	-1
Cneo AK release	-3	0	0	0	46	-1
FN deposition inh	-12	.	0	.	.	.
miR122 inh	-11[16.7 µM]	-4[16.7 µM]	-4[16.7 µM]	-11	1[16.7 µM]	8[16.7 µM]
PGC1a acetyl inh	2	-8	-8	-9	6	-3
Statin myotox sup	.	8	-17	25	.	19
GSIS activator	2	6	0	0	5	2
CFTR F508del cor	3.7	-0.1	-2.7	1.7	-0.4	-0.7

19: O=C(CSc1nnc(-c2ccc(O)cc2)n1Cc1ccco1)c1cccs1
20: CN(CC(=O)Nc1ccccc1Cl)C(=O)CCc1nc2ccccc2c(=O)[nH]1
21: Cc1ccc(/S(C)=N/S(=O)(=O)c2ccc(C)cc2)cc1 (stereo not drawn)
22: COc1cccc(CN2CCNC(=O)C2CC(=O)NCCN2CCCCC2=O)c1 (stereo not drawn)
23: CCCNC(=O)C[C@H]1CC[C@@H]2[C@@H](COc3ccc(NC(=O)c4cccs4)cc3C(=O)N2C)O1
24: C#CCn1c(=NC(=O)CN2C(=O)CCC2=O)sc2cccc(C)c21

screen / no.	19	20	21	22	23	24
PglD DTNB	-1	0	2	1	0	3
Cneo AK release	-1	-6	0	1	-2	0
FN deposition inh	7	-3	.	-4	-14	-7
miR122 inh	7	.	5	-7	-7[16.7 µM]	-7
PGC1a acetyl inh	-2	.	-1	5	-1	23
Statin myotox sup	11	.	.	86*	15	-7
GSIS activator	.	22	.	-9	-6	8
CFTR F508del cor	.	0.3	.	0.0	-1.6	-0.4

25: Cc1cc(C(=O)N2CCCC(N3CCN(c4cccc(Cl)c4)CC3)C2)no1 (stereo not drawn)
26: CC(c1ccon1)N(C)C(=O)c1ccc(OC2CCN(C(=O)C3CC3)CC2)cc1 (stereo not drawn)
27: COc1ccc(NC(=O)N(C)C[C@@H]2Oc3ccc(NC(=O)NC4CCCCC4)cc3CC(=O)N([C@H](C)CO)C[C@H]2C)cc1
28: CC1(C(=O)Nc2nc3ccccc3s2)CC1(Br)Br (stereo not drawn)
29: CCNC(=S)N1CCN(S(=O)(=O)c2cccc(C(F)(F)F)c2)CC1
30: COc1cc2c(cc1OC)C(C)N(C(=O)CCNC(=O)c1ccccc1)CC2 (stereo not drawn)

screen / no.	25	26	27	28	29	30
PglD DTNB	-3	.	-8	-3	-2	0
Cneo AK release	0	.	-14	-1	-1	0
FN deposition inh	-2	-5	-5	4	-1	-24
miR122 inh	.	14	-7[16.7 µM]	-3	4	-11
PGC1a acetyl inh	.	16	-9	0	-1	6
Statin myotox sup	14	-3	-16	-5	4	4
GSIS activator	-29	-4	16	7	-2	24
CFTR F508del cor	-0.1	-0.7	-9.0	2.4	.	-0.8

31: COc1cccc(C(=O)N(c2ccccc2)C2C=CS(=O)(=O)C2)c1 (stereo not drawn)
32: CSc1ncnc2c1ccn2CC(=O)Nc1ccc(C)c(C)c1
33: CN(C)CC(=O)N[C@H]1C=C[C@H](CC(=O)NCc2ccccc2F)O[C@@H]1CO
34: C[C@H]1CN([C@@H](C)CO)C(=O)c2cc(C#Cc3ccccn3)cnc2O[C@H]1CN(C)C(=O)c1ccccn1
35: Cc1sc2nc(CN3CCOCC3)nc(Oc3ccc(NC(=O)c4ccco4)cc3)c2c1C
36: CCNC(=O)C[C@@H]1CC[C@H]2[C@@H](COc3ccc(NC(=O)Nc4cccc(C)c4)cc3C(=O)N2C)O1

screen / no.	31	32	33	34	35	36
PglD DTNB	5	-1	-3	-1	-1	3
Cneo AK release	1	0	-2	-3	-1	-11
FN deposition inh	1	-3	-2	.	-3	2
miR122 inh	0	-4	.	3[16.7 µM]	-6	-6[16.7 µM]
PGC1a acetyl inh	0	2	-4	-5	1	0
Statin myotox sup	.	.	4	-3	-54	-1
GSIS activator	-1	-2	22	-1	.	-2
CFTR F508del cor	5.1	0.5	-2.1	-0.8	.	1.8

37: O=C(Cn1c2ccccc2c2nc3n(c(=O)c21)CCS3)N1CCCC1
38: COc1ccc(OC)c(C(=O)c2oc3ccccc3c2NC(C)=O)c1
39: CN(C)CCCNC(=O)C[C@@H]1CC[C@@H]2[C@@H](COc3ccc(NC(=O)C4CCC4)cc3C(=O)N2C)O1
40: CC(C)c1ccc(OCC(=O)NC2CC(C)(C)NC(C)(C)C2)c(Br)c1
41: CC(OC(=O)c1ccc(S(=O)(=O)N(C)c2ccccc2)cc1)C(=O)NCCC1=CCCCC1 (stereo not drawn)
42: CS(=O)(=O)Nc1cccc(NC(=O)C2Cc3c(-c4ccccc4)ccnc3O2)c1 (stereo not drawn)

screen / no.	37	38	39	40	41	42
PglD DTNB	3	5	0	-4	3	2
Cneo AK release	-2	4	-2	2	0	1
FN deposition inh	.	.	-2	-5	10	14
miR122 inh	-6	17	7[16.7 µM]	.	-9	-1
PGC1a acetyl inh	-3	3	6	.	.	.
Statin myotox sup	-10	-2	24	7	1	-31
GSIS activator	.	.	12	-16	-76	-9
CFTR F508del cor	.	.	-0.8	-1.4	.	-4.1

43: O=C(CCNC(=O)N1CC(=O)Nc2ccccc21)NCCc1cccc(F)c1
44: C/C(=N/NS(=O)(=O)c1cccc([N+](=O)[O-])c1)c1ccncc1
45: COc1ccc(S(=O)(=O)Nc2ccc3c(c2)OC[C@H](C)NC[C@@H](C)[C@H](OC)CN(C)C3=O)cc1
46: CC(=O)N1CCc2cc(S(=O)(=O)NCC(=O)NCc3ccccc3Cl)ccc21
47: CCn1cc(/C=C(\NC(=O)c2ccccc2Cl)C(=O)N2CCN(C)CC2)c2ccccc21
48: COc1ccc(NC(=O)N(C)C[C@H]2Oc3ccc(NS(=O)(=O)c4c(C)noc4C)cc3CC(=O)N([C@@H](C)CO)C[C@H]2C)cc1

screen / no.	43	44	45	46	47	48
PglD DTNB	-3	0	-4	2	-4	10
Cneo AK release	2	0	-3	2	1	0
FN deposition inh	-9	-2	-15	-1	-7	.
miR122 inh	6	-4	-12[16.7 µM]	11	-3	-5[16.7 µM]
PGC1a acetyl inh	8	0	-2	-16	-15	-9
Statin myotox sup	2	10	2	-4	-3	-7
GSIS activator	.	-12	6	5	9	6
CFTR F508del cor	1.9	0.5	-0.5	0.1	2.2	-0.2

49: C[C@H]1CN([C@@H](C)CO)C(=O)c2cccc(NC(=O)c3cnccn3)c2O[C@H]1CN(C)Cc1ccc(Oc2ccccc2)cc1
50: COc1ccc(NC(=O)C(C)N(C)Cc2ccc3ccccc3c2)cc1 (stereo not drawn)
51: Nc1nccc(-c2ccc(-n3cnc4ccccc43)cc2)n1
52: C[C@@H](NC(=O)C[C@H]1C[C@H]2c3cc(NC(=O)NC4CCCC4)ccc3O[C@H]2[C@@H](CO)O1)c1ccccc1
53: COC(=O)c1ccc(COc2ccc(/C=N/NC(=O)C(=O)Nc3ccc(OC)cc3)cc2OC)o1
54: O=C(CSc1nnc(-c2cccs2)n1-c1cccc(Cl)c1)c1cccc2c1OCCO2
55: CCCN1[C@@H]2Cn3c(ccc(C4=CCCC4)c3=O)[C@H]1[C@@H](C(=O)N(C)C)[C@@H]2CO
56: COc1ccc(OCC(=O)Nc2cccc(NC(=O)c3ccco3)c2)cc1
57: COc1cccc(NC(=O)c2ccc3nsnc3c2)c1

screen / no.	49	50	51	52	53	54	55	56	57
PglD DTNB	2	-3	.	5	0	7	0	.	2
Cneo AK release	9	0	.	57	0	-1	-1	.	-3
FN deposition inh	.	5	4	-9	4	0	.	-7	-1
miR122 inh	-2[16.7 µM]	.	.	8[16.7 µM]	-3	.	3[16.7 µM]	-6	-3
PGC1a acetyl inh	4	.	?	-3	10	-3	8	-6	.
Statin myotox sup	1	7	.	1	.	.	-18	0	-17
GSIS activator	-29	-31	2	1	6	.	11	0	2
CFTR F508del cor	-0.1	0.2	3.5	-4.9	1.7	.	0.4	1.9	0.2
